MITF primary: blocks human microphthalmia-associated transcription factor; AlphaScreen MITF homodimerization, bead proximity signal; inhibition, % at 2.6 µM; 0.91% of 650,000 active; O75030; AID 1259374; in the data active = inhibition above about 50%;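 note: 0% = vehicle wells with protein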
Target sequence (O75030 whole entry, looked up): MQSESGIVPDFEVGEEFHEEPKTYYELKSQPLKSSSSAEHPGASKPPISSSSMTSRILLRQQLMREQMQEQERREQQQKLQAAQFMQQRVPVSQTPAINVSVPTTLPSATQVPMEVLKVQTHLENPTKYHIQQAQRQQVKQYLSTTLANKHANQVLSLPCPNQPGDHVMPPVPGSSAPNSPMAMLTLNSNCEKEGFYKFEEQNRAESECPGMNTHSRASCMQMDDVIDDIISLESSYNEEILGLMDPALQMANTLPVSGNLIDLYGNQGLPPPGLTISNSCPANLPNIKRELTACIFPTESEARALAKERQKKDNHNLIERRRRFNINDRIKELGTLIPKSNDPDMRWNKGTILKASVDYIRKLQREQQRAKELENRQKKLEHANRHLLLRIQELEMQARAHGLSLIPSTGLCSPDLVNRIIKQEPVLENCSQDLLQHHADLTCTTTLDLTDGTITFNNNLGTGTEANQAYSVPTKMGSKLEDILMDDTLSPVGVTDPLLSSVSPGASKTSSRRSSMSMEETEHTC
GPR151 activ: activators of human GPR151; AID 1508602; 1% of 650,000 active; activation, % at 11.2 µM; PathHunter beta-arrestin GPR151 cells, luminescence; in the data active = activation above about 4.9%;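 note: 0% = median of compound wells and 100% = cells with positive control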
Target sequence (Q8TDV0 whole entry, looked up): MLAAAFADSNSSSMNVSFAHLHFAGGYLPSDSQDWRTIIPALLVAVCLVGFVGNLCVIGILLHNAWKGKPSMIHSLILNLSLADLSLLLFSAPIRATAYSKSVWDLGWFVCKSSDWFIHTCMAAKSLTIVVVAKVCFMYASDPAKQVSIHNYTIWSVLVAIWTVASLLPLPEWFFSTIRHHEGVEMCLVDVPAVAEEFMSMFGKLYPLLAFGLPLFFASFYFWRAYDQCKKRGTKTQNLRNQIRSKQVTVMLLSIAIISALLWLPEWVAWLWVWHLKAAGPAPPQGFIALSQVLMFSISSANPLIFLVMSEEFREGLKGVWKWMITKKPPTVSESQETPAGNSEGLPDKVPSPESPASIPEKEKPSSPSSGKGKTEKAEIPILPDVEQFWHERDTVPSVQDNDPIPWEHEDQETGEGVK
FBW7 act: human FBW7 E3 ligase activation, primary screen. Q969H0. AlphaScreen FBW7–phospho-cyclin E peptide binding, activator screen. normalized activity (activation), % at 26.1 µM. 0.13% of 650,000 active; in the data active = normalized activity above about 1.9%;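 note: purified mutant Fbw7 with reduced substrate affinity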
TEAD-YAP inh: TEAD-YAP interaction inhibition; HEK-TIYL cells, TEAD-Gal4/YAP UAS-luciferase luminescence; AID 1259422; 1.4% of 640,000 active; inhibition, % at 9.12 µM; in the data active = inhibition above about 32%;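 note: 0% = median of test compound wells and 100% = reference inhibitor wells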
Active calls of the source: *.

#1 CCCc1cc(=O)oc2c(C)c(OCc3ccccc3Cl)ccc12
#2 O=c1c2cccnc2[nH]c(=S)n1-c1ccc(F)c(F)c1
#3 C=CCOC(=O)C1=C(C)NC(SCC(=O)Nc2nccs2)=C(C#N)C1c1ccc(Cl)cc1 (stereo not given)
#4 COc1cccc(Cn2nnc(C(=O)NCc3ccc(F)cc3)c2N)c1
#5 O=C(O)C1CCCN1C(=O)c1cccc2ccccc12 (stereo not given)
#6 CSc1ccc(CN2CCN(C3CCN(C(C)C)CC3)C(CCO)C2)cc1 (stereo not given)
#7 COc1ccc(OCCOc2ccc(/C=C3/C(=N)N4N=C(CC(C)C)SC4=NC3=O)cc2)cc1
#8 CCOC(=O)C1=C(C)N=c2s/c(=C/c3ccc(N4CCOCC4)o3)c(=O)n2C1c1ccc(SC)cc1 (stereo not given)
#9 C[C@@H]1CN(Cc2ccc3c(c2)CN(C(=O)CSc2ccccc2)CCO3)C[C@H](C)O1
#10 CN1CCN(C(=O)c2cc3c(-c4ccccc4F)nn(C)c3s2)CC1

Screen / compound no.	1	2	3	4	5	6	7	8	9	10
TEAD-YAP inh	-0.3	-1.8	5.3	2.8	8.0	2.0	-6.3	4.9	4.8	1.6
FBW7 act	0.9	-0.1	-0.1	0.0	0.1	0.0	0.3	0.0	0.0	0.2
MITF primary	15.4	-9.0	-4.5	-4.3	2.0	5.3	11.3	8.4	1.1	1.1
GPR151 activ	-0.8	0.2	0.3	-0.2	-1.6	0.0	-1.5	-1.5	-1.0	-0.3

#11 O=S(=O)(NCCc1ccccc1)c1cccc(S(=O)(=O)N2CCCC2)c1
#12 COc1ccc(OCC2c3cc(OC)c(OC)cc3CCN2C(=O)/C=C/c2ccco2)cc1 (stereo not given)
#13 COc1ccc(C(=O)NCc2cccc3ccccc23)c(OC)n1
#14 COC(=O)c1c(OCCCc2cccnc2)cc(=O)n2c1CCN(Cc1ccco1)CC2
#15 COc1ccccc1NC(=O)c1ccccc1F
#16 CCN(CC)CCN1C(=O)C(O)=C(C(=O)/C=C/c2ccccc2)C1c1ccccc1 (stereo not given)
#17 O=c1c(Cl)c(N2CCOCC2)cnn1-c1nc2ccccc2o1
#18 Cc1cc(NC(=O)CSc2nc3ccsc3c(=O)n2-c2cccc(Cl)c2Cl)n[nH]1
#19 CC(C)CN(CC(C)C)C(=O)CC(=O)NC(=O)c1ccc(Cl)cc1
#20 Cc1ccc(C(=O)NCc2ccco2)cc1S(=O)(=O)Nc1cccc(C)c1C

Screen / compound no.	11	12	13	14	15	16	17	18	19	20
TEAD-YAP inh	3.5	-24.5	1.3	-8.6	-9.7	-2.6	-52.8	-2.7	8.7	0.5
FBW7 act	0.4	-0.1	-0.1	-0.2	0.0	-0.1	-0.1	0.0	0.0	0.8
MITF primary	22.8	-2.2	-0.8	5.3	1.4	-1.9	16.2	1.9	-0.1	1.5
GPR151 activ	-0.3	-1.5	1.4	3.6	-0.3	-0.9	-1.3	-0.8	-0.7	-0.2

#21 COc1ccccc1/C=N/NC(=O)CCN1CCN(C)CC1
#22 O=Cc1cc(Cl)ccc1OCCOc1ccccc1
#23 Cc1cc(-c2csc(N)n2)c(C)n1CCc1ccccc1
#24 O=[N+]([O-])c1nn(-c2cccc(Cl)c2)n(O)c1=NCc1cccnc1
#25 Cc1ccc(-n2nnnc2C(Cl)(Cl)c2nnnn2-c2ccc(C)cc2)cc1
#26 CCCN(CCO)Cc1cccc(Cl)c1Cl
#27 CCOC(=O)N1CCC(N(CCN(C)C)C(=S)Nc2cccc(OC)c2)CC1
#28 C=CCc1ccccc1OCCCCNCCCOC
#29 C(=NCCC12CC3CC(C1)CC(CCN=Cc1ccncc1)(C3)C2)c1ccncc1
#30 Cc1ccccc1-c1nc(C#N)c(NCC(C)C)o1

Screen / compound no.	21	22	23	24	25	26	27	28	29	30
TEAD-YAP inh	10.8	-48.0	9.6	-18.4	-4.1	-2.3	1.9	1.8	1.0	7.7
FBW7 act	-0.1	0.4	-0.1	-0.3	-0.1	-0.1	0.2	-0.3	0.1	0.0
MITF primary	45.8	-3.0	12.4	14.5	2.1	25.1	0.3	24.1	-0.5	1.3
GPR151 activ	0.3	-1.0	1.9	-0.5	0.1	0.1	2.5	1.0	-1.9	1.3

#31 O=C(NC1CCCC1)c1nnc(Cc2ccc(F)cc2Cl)o1
#32 O=C(Nc1cccc(Br)c1)C(=O)N1CCCCC1
#33 O=C(CNC(=O)c1c[nH]c2ccccc12)NCCC(c1ccccc1)c1ccccc1
#34 COc1ccc(C2CC(c3ccc(Cl)cc3Cl)n3nc(N)nc3N2)cc1 (stereo not given)
#35 CCOC(=O)C1=C(c2ccccc2)O/C(=C(/C(=O)OC)C(F)(F)F)S1
#36 O=C(NCCCN1CCOCC1)C(=O)NCCc1ccccc1
#37 CCN(CC)c1nc(NCCCN2CCCC2=O)nc(Nc2cccc(N(C)C)c2)n1
#38 CC(C)n1cnc2c(NC3CC3)nc(N3CCc4ccccc4C3)nc21
#39 O=C(CSc1ccccc1)Nc1cccc(F)c1
#40 CCN(CC)C(=O)C1CCCN(Cc2nc(-c3ccccn3)no2)C1 (stereo not given)

Screen / compound no.	31	32	33	34	35	36	37	38	39	40
TEAD-YAP inh	-18.7	-61.6	12.4	-10.5	-0.6	10.6	-0.1	-0.3	-47.8	-0.8
FBW7 act	-0.2	0.2	0.7	-0.1	0.6	0.6	-0.1	0.5	0.1	-0.1
MITF primary	-17.9	-11.7	10.7	2.3	13.7	6.7	3.4	21.1	4.0	9.0
GPR151 activ	0.2	-4.7	-2.8	-0.4	-0.9	-2.3	0.5	-1.6	-1.1	0.0

Whole records from above. Values in the order: TEAD-YAP inh	FBW7 act	MITF primary	GPR151 activ
CCN(CC)C(=O)C1CCCN(Cc2nc(-c3ccccn3)no2)C1 (stereo not given) is listed as -0.8	-0.1	9.0	0.0
CCOC(=O)C1=C(c2ccccc2)O/C(=C(/C(=O)OC)C(F)(F)F)S1 is listed as -0.6	0.6	13.7	-0.9

The listing continues.
#41 O=S(=O)(Nc1cccc(-c2cn3ccccc3n2)c1)c1ccc(Br)cc1
#42 CCSc1nnc2c(n1)OC(c1ccccc1OCC(=O)O)Nc1ccc(Br)cc1-2 (stereo not given)
#43 Cc1nc2sccn2c1CN1CCOc2ccc(CN(C)CCc3ccccn3)cc2C1
#44 CCN1C(=O)c2cccc3c(NC(=O)c4c(OC)cccc4OC)ccc1c23
#45 Cc1sc(NC(=O)c2ccco2)c(CN2CCC(C)CC2)c1C
#46 Cc1noc(C)c1S(=O)(=O)Nc1ccc(OC(F)(F)F)cc1
#47 CC1(C)CC(=O)c2c(n(S(=O)(=O)c3ccc(C(C)(C)C)cc3)c3ccc(NS(=O)(=O)c4ccc(C(C)(C)C)cc4)cc23)C1
#48 O=c1/c(=C/c2ccc(-c3ccc(F)cc3)o2)sc2nc(-c3ccccc3)c(-c3ccccc3)n12
#49 CCOC(=O)N1CCN(Cc2ccc3c(c2)OCO3)CC1
#50 CN(C)S(=O)(=O)c1ccc(C(=O)Nc2c3c(nn2C(C)(C)C)CS(=O)(=O)C3)cc1

Screen / compound no.	41	42	43	44	45	46	47	48	49	50
TEAD-YAP inh	2.3	-0.9	21.8	0.3	-1.1	-1.8	3.2	-2.3	-8.9	6.3
FBW7 act	0.0	0.1	0.1	0.0	0.4	0.5	-0.2	0.0	-0.1	-0.1
MITF primary	2.5	5.8	7.8	9.7	21.4	9.8	-5.4	8.5	-17.2	3.1
GPR151 activ	-0.2	1.7	-0.6	-0.8	-0.9	0.4	0.1	-2.2	1.0	0.5

#51 Cc1cc(C)n(-c2ccc(Nc3ccc(NC(=O)Cc4ccc(Cl)cc4)cc3)nn2)n1
#52 COCCOC(=O)/C(=C/c1cccc([N+](=O)[O-])c1)C(C)=O
#53 O=C(O)C1CCC(CNc2c(NC3CCCCC3)c(=O)c2=O)CC1 (stereo not given)
#54 Cc1cnc(NCCN2CCOCC2)nc1NCCN(C(C)C)C(C)C
#55 Cc1cccc(N(C(=O)c2cnccn2)C(C(=O)Nc2ccc(F)cc2)c2ccccc2)c1 (stereo not given)
#56 CC(NC(=O)NCc1noc2ccccc12)c1ccccc1 (stereo not given)
#57 COc1ccc(NC(=S)N(Cc2ccccc2F)C2CCCCC2)cc1
#58 CCOC(=O)Cn1nc(-c2ccccc2)c2cnc3cc4c(cc3c21)OCCO4
#59 CCOCCCNc1cc(CC)nc2c3c(C)cc(C)nc3nn12
#60 CC(NS(=O)(=O)c1ccc(F)cc1)C(=O)Nc1ccc(C(N)=O)cc1 (stereo not given)

Screen / compound no.	51	52	53	54	55	56	57	58	59	60
TEAD-YAP inh	1.6	7.0	-4.3	4.0	4.6	3.2	-5.0	-3.6	7.3	9.8
FBW7 act	-0.1	0.5	0.1	0.1	0.0	-0.1	-0.1	-0.1	0.1	-0.1
MITF primary	-5.1	21.6	17.8	-5.0	6.9	9.8	0.2	-3.7	11.3	-3.5
GPR151 activ	0.9	-0.8	-2.4	-0.5	-0.6	-1.5	0.5	-0.7	0.2	0.8

#61 O=C1CC(c2ccc3c(c2)OCO3)CC2=C1C(c1ccc(-c3ccccc3)cc1)Nc1ccccc1N2 (stereo not given)
#62 O=[N+]([O-])c1ccc(-c2ncnn2-c2ccccc2)cc1
#63 Cc1ccc(Nc2nnc(SCC(=O)NC3CCCCC3)s2)cc1
#64 Cc1ccccc1OCCNS(=O)(=O)c1ccc(F)cc1
#65 COc1cccc(Cc2cc(C(=O)N3CCCCCCC3)on2)c1
#66 C=CCn1c(Cc2ccc(OCC)cc2)nnc1SCC(N)=O
#67 O=S(=O)(c1ccc(-n2cccn2)cc1)N1CCCC1
#68 Cc1ccc(/C=C/C(=O)Nc2nccs2)cc1
#69 Cc1cccc(OCc2nnc(SCC(=O)NC3CCCCC3)n2C)c1
#70 Cn1nnnc1SCC(=O)c1ccc2c(c1)OCO2

Screen / compound no.	61	62	63	64	65	66	67	68	69	70
TEAD-YAP inh	-7.9	1.4	1.6	6.1	-25.8	-9.6	1.1	69.2*	3.4	-14.7
FBW7 act	0.1	0.1	-0.2	-0.2	-0.1	-0.4	0.3	-0.1	0.0	0.0
MITF primary	3.7	1.4	5.7	6.9	6.9	-3.9	0.9	18.4	7.1	4.0
GPR151 activ	-0.2	0.7	0.2	-0.3	0.3	4.1	-0.4	-7.3	-0.3	1.0

#71 CCOc1ccc(NC(=O)CCC(=O)NNC(=O)c2ccc(Br)o2)cc1
#72 CCOC(=O)c1c(NC(=O)c2ccc(Cl)s2)sc2c1CCC2
#73 COc1cc([N+](=O)[O-])ccc1NC(=O)CSc1nc2cc3c(cc2cc1C)OCO3
#74 O=S(=O)(N/N=C/c1ccc(Cl)cc1)c1ccccc1
#75 CCCCCCc1cc(/C=C2\C(=O)Nc3ccccc32)c(O)cc1O
#76 O=S1(=O)N=C(Nc2ccc(Cl)c(Cl)c2)c2ccccc21
#77 CCOC(=O)c1cccc(NC(=O)c2cccc(C)c2[N+](=O)[O-])c1
#78 O=C(/C=C\c1ccc([N+](=O)[O-])cc1)Nc1nnc(-c2ccccc2)o1
#79 CC(C)(C)NC(=O)COC(=O)c1ccc2c(c1)OCCO2
#80 N#Cc1c(NC(NC(=O)c2cccc(Cl)c2)(C(F)(F)F)C(F)(F)F)sc2c1CCCC2

Screen / compound no.	71	72	73	74	75	76	77	78	79	80
TEAD-YAP inh	1.7	-2.5	10.9	11.3	3.0	3.5	5.5	-5.9	-5.4	15.8
FBW7 act	0.2	0.0	0.3	0.3	-0.1	0.1	-0.1	0.1	0.1	-0.1
MITF primary	-2.9	-3.2	-4.2	8.4	20.3	8.8	-8.9	-0.1	-6.4	-2.9
GPR151 activ	0.2	-1.3	-0.8	-1.6	-0.4	-0.3	0.2	0.1	2.2	0.1

#81 CCOc1ccc(OCCC(=O)NNc2c(F)c(F)cc(F)c2F)cc1
#82 CCCOC(=O)c1ccc(NC(=O)Oc2ccccc2)cc1
#83 Cc1cnc(C(=O)Nc2cccc(NC(=O)CN3CCOCC3)c2)cn1
#84 COc1cc(Nc2cc(C)nc3nc(C)nn23)cc(OC)c1OC
#85 O=C(NNC(=S)NC(=O)C(c1ccccc1)c1ccccc1)c1ccccc1O

Screen / compound no.	81	82	83	84	85
TEAD-YAP inh	-7.2	-23.3	-4.5	2.9	85.6*
FBW7 act	0.1	0.5	-0.2	-0.1	-1.8
MITF primary	1.5	3.3	-10.8	1.9	23.5
GPR151 activ	0.3	-0.1	-1.1	-0.1	0.3

From no. 76 up to 82, as listed above:
#76 O=S1(=O)N=C(Nc2ccc(Cl)c(Cl)c2)c2ccccc21
#77 CCOC(=O)c1cccc(NC(=O)c2cccc(C)c2[N+](=O)[O-])c1
#78 O=C(/C=C\c1ccc([N+](=O)[O-])cc1)Nc1nnc(-c2ccccc2)o1
#79 CC(C)(C)NC(=O)COC(=O)c1ccc2c(c1)OCCO2
#80 N#Cc1c(NC(NC(=O)c2cccc(Cl)c2)(C(F)(F)F)C(F)(F)F)sc2c1CCCC2
#81 CCOc1ccc(OCCC(=O)NNc2c(F)c(F)cc(F)c2F)cc1
#82 CCCOC(=O)c1ccc(NC(=O)Oc2ccccc2)cc1

Screen / compound no.	76	77	78	79	80	81	82
TEAD-YAP inh	3.5	5.5	-5.9	-5.4	15.8	-7.2	-23.3
FBW7 act	0.1	-0.1	0.1	0.1	-0.1	0.1	0.5
MITF primary	8.8	-8.9	-0.1	-6.4	-2.9	1.5	3.3
GPR151 activ	-0.3	0.2	0.1	2.2	0.1	0.3	-0.1

Assay outcomes as filed in PubChem BioAssay.
